# Screening data from PubChem.
# MazEF act: activators of E. coli MazEF toxin-antitoxin RNase, primary screen, biochemical, fluorescence, uHTS; Endoribonuclease toxin MazF (Escherichia coli (strain K12)), P0AE70; FAM/BHQ RNA-DNA oligo cleavage fluorescence, 5 h; activation, % at 20 µM; AID 504720, 2011; 0.32% of 350,000 active; in the data active = activation above about 50%
# Mtb UGM inh: M. tuberculosis UGM enzyme inhibitors, primary screen, biochemical, fluorescence polarization, single point. UDP-galactopyranose mutase (Mycobacterium tuberculosis (strain ATCC 25618 / H37Rv)), …. purified UGM, fluorescence polarization probe displacement. inhibition, % at 10 µM. 0.06% of 320,000 active. AID 504406, 2011; in the data active = inhibition above about 10%, passing the limit was not always enough
# Target sequence (P9WIQ1 whole entry, looked up): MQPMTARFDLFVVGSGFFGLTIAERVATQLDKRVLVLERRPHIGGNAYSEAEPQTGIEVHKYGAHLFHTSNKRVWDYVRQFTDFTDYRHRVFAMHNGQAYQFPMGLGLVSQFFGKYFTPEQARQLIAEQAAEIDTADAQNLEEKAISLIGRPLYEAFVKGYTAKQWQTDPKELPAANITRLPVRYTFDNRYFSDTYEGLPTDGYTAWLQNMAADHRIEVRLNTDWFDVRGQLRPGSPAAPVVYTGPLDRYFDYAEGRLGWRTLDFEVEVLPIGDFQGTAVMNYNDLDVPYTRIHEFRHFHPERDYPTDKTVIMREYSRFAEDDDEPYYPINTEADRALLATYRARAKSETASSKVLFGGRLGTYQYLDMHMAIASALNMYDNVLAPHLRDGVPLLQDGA
# Rv3671c inh: Rv3671c serine protease inhibitors, primary screen, biochemical, fluorescence polarization, M. tuberculosis H37Rv | P9WHR9 | 0.048% of 320,000 active | inhibition, % at 5.96 µM; in the data active = inhibition above about 38%;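 note: extracellular domain of Rv3671c used as enzyme; 0% = enzyme with DMSO and 100% = no enzyme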
# Target sequence (P9WHR9 whole entry, looked up, the tested form may be a part): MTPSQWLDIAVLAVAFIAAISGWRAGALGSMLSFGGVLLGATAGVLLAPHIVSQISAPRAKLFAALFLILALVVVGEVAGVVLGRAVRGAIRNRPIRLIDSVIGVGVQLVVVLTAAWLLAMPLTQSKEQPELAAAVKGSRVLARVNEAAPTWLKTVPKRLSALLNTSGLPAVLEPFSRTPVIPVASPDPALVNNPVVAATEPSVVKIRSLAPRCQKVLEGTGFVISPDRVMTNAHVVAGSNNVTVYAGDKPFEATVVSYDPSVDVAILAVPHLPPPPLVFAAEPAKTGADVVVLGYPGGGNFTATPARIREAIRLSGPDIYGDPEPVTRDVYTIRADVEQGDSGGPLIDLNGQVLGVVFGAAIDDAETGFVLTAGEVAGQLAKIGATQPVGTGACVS
# SSB-PriA inh: inhibitors of Klebsiella pneumoniae PriA binding to SSB C-terminal tail, primary screen, biochemical, AlphaScreen; 0.6% of 430,000 active; inhibition, % at 33 µM; AlphaScreen SSBct-PriA binding, biotinylated peptide; in the data active = inhibition mostly above about 37%, no sharp cut-off; inactive = mostly below about 20%;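 note: plate controls were negative control peptide for no effect and reference peptide for full effect; strong numbers were not always called active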
# DUSP3 inh: VHR1 phosphatase inhibitors, primary screen, biochemical, absorbance, uHTS; recombinant VHR phosphatase, pNPP absorbance; AID 1654, 2009; inhibition, % at 13.3 µM; 0.52% of 290,000 active; Dual specificity protein phosphatase 3 (Homo sapiens), P51452; in the data active = inhibition above about 50%; note: some compounds called inactive have numbers as strong as hits
# Target sequence (P51452 whole entry, looked up): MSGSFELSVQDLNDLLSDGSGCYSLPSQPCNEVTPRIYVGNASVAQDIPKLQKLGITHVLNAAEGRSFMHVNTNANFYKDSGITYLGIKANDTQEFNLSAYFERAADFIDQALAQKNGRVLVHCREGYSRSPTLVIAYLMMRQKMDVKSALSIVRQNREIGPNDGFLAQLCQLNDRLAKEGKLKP
# BioA inh: M. tuberculosis BioA enzyme inhibitors, primary screen, biochemical, plate reader, single point, HTS; 7,8-diaminopelargonic acid synthase BioA (Mycobacterium tuberculosis); purified M. tuberculosis BioA enzyme; inhibition, % at 9.99 µM; 0.096% of 360,000 active; AID 602481, 2012; in the data active = inhibition above about 40%
# FBA Mtb inh: Mtb FBA enzyme inhibitors, primary screen, biochemical, fluorescence, strain H37Rv | Fructose-bisphosphate aldolase (Mycobacterium tuberculosis (strain ATCC 25618 / H37Rv)), … | purified M. tuberculosis FBA, fluorescence read-out | inhibition, % at 1 µM | 2.3% of 360,000 active; in the data active = inhibition above about 27%;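 note: 0% = vehicle and 100% = reference inhibitor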
# 3CLpro inhibitor: SARS-CoV 3CLpro protease inhibitors, primary screen, biochemical, quenched FRET; Replicase polyprotein 1ab (Severe acute respiratory syndrome coronavirus), P0C6X7; recombinant SARS-CoV 3CLpro, quenched FRET peptide cleavage; inhibition, % at 6 µM; 0.14% of 290,000 active; AID 1706, 2009; in the data active = inhibition above about 12%
# Vc quorum ag: inducers of Vibrio cholerae quorum light production without autoinducers, primary screen, BH1578 luxS cqsA deficient, single point; 0.16% of 350,000 active; AID 588436, 2011; activation, % at 18.7 µM; V. cholerae BH1578 lux reporter, luminescence, 6 h; in the data active = activation mostly above about 9.7%, no sharp cut-off; note: not every result past the cut was called active; inactives centre near 0; reference of the scale not given here
# GDH-TPI inh: GDH-TPI coupling enzyme inhibitors, primary screen, artefact control for M. tuberculosis FBA inhibitor project, biochemical, absorbance, full deck. 1.2% of 360,000 active. GDH-TPI coupled enzyme counterscreen, NADH absorbance. inhibition, % at 4.8 µM; in the data active = inhibition above about 30%;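 note: 0% = DMSO wells and 100% = wells lacking the enzyme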
# * marks the source's active call; other numbers are inactive results; i = inactive; . = not tested or not shown. Only part of the results is shown, so the mix of outcomes need not match the whole.
SMILES,MazEF act,Mtb UGM inh,Rv3671c inh,SSB-PriA inh,DUSP3 inh,BioA inh,FBA Mtb inh,3CLpro inhibitor,Vc quorum ag,GDH-TPI inh
O=C1C2CC=C(Cl)CC2C(=O)N1CCCCCCN1C(=O)C2CC=C(Cl)CC2C1=O (centres undefined),-6,-0.1,8,-6,22,-2.1,-4,5,-0.9,-2
O=C(OC1CCN(CCCl)CC1)C(c1ccccc1)c1ccccc1,6,-1.8,2,-8,.,2.6,2,.,1.4,-3
O=C(CN1CCN(Cc2ccc3c(c2)OCO3)CC1)Nc1ccc2[nH]c(=O)[nH]c2c1,2,-0.8,1,-13,.,-2.0,2,.,2.9,2
CCn1ccnc1CNC(=O)CC1C(=O)NCCN1Cc1ccc(F)cc1Cl (centres undefined),8,1.2,-7,0,1,.,3,0,i,9
COc1ccc(C(=O)NC2CCCc3c2cnn3-c2cccc(C)c2C)c(OC)n1 (centres undefined),1,1.9,-1,4,27,1.7,0,-1,i,-6
O=C(CSc1nnnn1-c1cccc2c1CCCC2)N1CCCC1,2,1.2,-6,-15,-4,-0.8,-5,0,i,7
Cc1ccccc1C(=O)NN1CC(C(=O)OCc2ccc(Cl)c(Cl)c2)CC1=O (centres undefined),-2,2.3,3,6,5,0.6,9,-2,i,8
Cc1cc2nccc(-c3ccccn3)n2n1,-1,-5.4,8,6,17,-2.1,-3,3,0.6,-1
Cc1cc(C)n(-c2ccc(C(=O)Nc3ccc(N4CCOCC4)cc3)cc2)n1,1,2.3,-5,-8,16,-0.8,-2,0,5.0,11
Cc1ccc(C(=O)NC(NC(=O)c2ccc(C)cc2)C(Cl)Cl)cc1,-3,0.0,-22,-9,24,-1.4,1,5,-1.4,7
CN(C)CCNC(=O)c1ccccc1,-4,5.1,-4,-11,19,-1.9,0,-1,i,21
COc1cc(C)c(S(=O)(=O)NCc2cccs2)cc1C,5,-0.7,-7,1,-11,.,1,-2,-0.9,3
COc1cc(CNC(=O)c2ccc(Cn3nc(C)c(Cl)c3C)o2)cc(OC)c1,-1,-0.9,-1,9,-15,3.3,2,0,-1.5,-1
O=C(CN(C(=O)CNC(=O)c1ccco1)c1ccc(F)cc1)NC1CCCC1,0,4.6,-10,-14,25,0.1,0,0,-0.8,1
S=C(c1ccc(-c2cccc(Cl)c2)o1)N1CCOCC1,4,1.2,-7,16,18,0.4,-3,5,i,25
CCCCn1c(SCC(=O)c2ccc(O)cc2O)nc2cc(S(N)(=O)=O)ccc21,4,3.1,-21,0,14,2.3,-3,7,i,26
CN(CCOc1ccccc1)C(=O)C1CCN(C(=O)c2ccc(Cl)cc2)CC1,6,-0.7,-7,5,12,1.9,5,-2,-0.4,-3
CCOc1ccc(C(=O)c2ccc(OCC)c(N)c2)cc1N,-5,-3.8,-1,13,34,0.5,1,5,i,21
O=C(Nc1ccc(N=Nc2ccccc2)cc1)c1cccc(Cl)c1,7,-0.5,-1,-22,-1,-0.2,1,-5,i,-5
COCOCCn1cc(CN2CCS(=O)(=O)N(Cc3ccc(-c4ccc(C)cc4)cc3)C(CC(C)C)C2=O)nn1 (centres undefined),-34,.,.,.,.,-0.4,3,.,-0.4,2
O=C(c1ccc([N+](=O)[O-])cc1)c1cc2ccc(O)cc2oc1=O,-1,0.5,-2,-9,2,-0.9,-5,1,-0.5,8
COc1ccccc1N1CCN(S(=O)(=O)Cc2ccccc2Cl)CC1,2,-0.5,8,-17,7,0.2,-2,2,i,-5
CC(=O)Cn1cnc2c(cnn2-c2ccccc2)c1=O,3,-6.8,2,-3,8,1.2,1,-1,i,-11
O=C(COC(=O)c1cc(Br)ccc1O)Nc1ccc2c(c1)OCO2,0,-5.5,2,8,.,0.2,3,.,-1.5,2
CCCC(NS(=O)(=O)c1ccc(OC)cc1)C(=O)O (centres undefined),1,1.3,-6,-9,10,-0.3,-3,-1,i,12
c1ccc2oc(-c3nn4c(Cn5cnc6ccccc65)nnc4s3)cc2c1,-4,0.7,2,-19,.,.,3,.,-0.4,25
CC(=O)Nc1ccc(NC(=O)CCc2nc3ccccc3c(=O)[nH]2)cc1,3,-1.9,-4,6,17,-1.4,-3,0,-0.3,6
Cc1cc(C)nc(SCC(=O)NC(=O)c2ccccc2O)n1,-1,3.6,-3,-4,.,-0.8,15,.,-0.8,6
CCN1CCc2c(C#N)c(N3CCCCC3)nc(NCc3ccccc3)c2C1,-5,-0.4,2,-4,-6,2.9,11,-2,-0.3,4
O=C1c2ccsc2SCCN1Cc1c(F)cccc1Cl,11,1.7,-4,1,34,2.1,4,-1,i,1
CCCCn1nc(C(=O)Nc2cc(S(=O)(=O)N(C)C)ccc2C)c2ccccc2c1=O,-12,0.8,4,-4,-7,1.8,9,0,-0.3,10
O=C1CSC(c2cccc(F)c2)N1c1ccc(O)cc1 (centres undefined),-10,0.1,-1,9,2,0.9,-1,5,i,6
Cc1cc(C)cc(-n2nnc(C(=O)NCc3ccc(Cl)cc3)c2N)c1,0,1.8,-2,-4,-9,-0.8,-1,6,-6.9,-6
CC1(C(=O)Nc2ccc3[nH]ncc3c2)CCN1C(=O)C1(c2ccccc2)CC1 (centres undefined),.,.,.,.,.,1.1,1,.,-0.3,2
NC(=O)c1ccc(C2SCC(=O)N2CCc2ccccc2)cc1 (centres undefined),0,-0.6,3,-2,.,29,1,.,i,-2
C[C@@H]1CN([C@@H](C)CO)C(=O)c2ccccc2-c2ccccc2CO[C@@H]1CN(C)S(=O)(=O)c1ccc(C(F)(F)F)cc1,8,.,.,.,.,0.8,1,.,-0.4,2
O=C(COC(=O)Cc1ccc(Cl)c(Cl)c1)Nc1ccc2[nH]c(=O)[nH]c2c1,-17,0.4,5,2,.,-1.2,0,.,i,-1
O=C(c1ccco1)N1CCN(c2ncnc3scc(-c4ccc(Cl)cc4)c23)CC1,-3,.,.,.,.,13,-3,.,i,1
COC(=O)C1=C(C(=O)OC)[C@@H]2N(C)c3ccc(OC)cc3[C@@]23C[C@@H](C(=O)OC)N(C(=O)CC(C)C)C3=N1,5,-4.8,0,-11,.,0.0,-3,.,i,9
Cc1cc(C)nc(SC2CC(=O)N(c3ccc(Cl)cc3)C2=O)n1 (centres undefined),-2,0.7,6,7,5,-0.8,-2,-2,-0.2,-15

# Reformatted: entries from further up
canonical_smiles	MazEF act	Mtb UGM inh	Rv3671c inh	SSB-PriA inh	DUSP3 inh	BioA inh	FBA Mtb inh	3CLpro inhibitor	Vc quorum ag	GDH-TPI inh
Cc1cc(C)nc(SCC(=O)NC(=O)c2ccccc2O)n1	-1	3.6	-3	-4	.	-0.8	15	.	-0.8	6
COc1ccccc1N1CCN(S(=O)(=O)Cc2ccccc2Cl)CC1	2	-0.5	8	-17	7	0.2	-2	2	i	-5
c1ccc2oc(-c3nn4c(Cn5cnc6ccccc65)nnc4s3)cc2c1	-4	0.7	2	-19	.	.	3	.	-0.4	25
O=C1CSC(c2cccc(F)c2)N1c1ccc(O)cc1 (centres undefined)	-10	0.1	-1	9	2	0.9	-1	5	i	6

# (continued)
SMILES,MazEF act,Mtb UGM inh,Rv3671c inh,SSB-PriA inh,DUSP3 inh,BioA inh,FBA Mtb inh,3CLpro inhibitor,Vc quorum ag,GDH-TPI inh
CCCCn1c(=O)[nH]c(=O)c2c1nc(-c1ccccc1F)n2Cc1ccccc1OC,-5,-1.7,-6,-6,18,.,3,4,i,-9
Cc1cccc(OCC(=O)Nc2ccc3c(c2)nc(CCN2CCN(c4ccccn4)CC2)n3C)c1,10,0.8,4,11,24,0.1,2,-3,2.9,-2
CC(OC(=O)[C@@H]1CCCN1C(=O)c1cccs1)C(=O)Nc1cccc([N+](=O)[O-])c1 (some centres undefined),4,1.1,-4,4,.,-1.6,1,.,i,4
COc1ccc(NC(=O)C2(C)CCN2C(=O)c2ccccc2CCc2ccccc2)cc1OC (centres undefined),.,.,.,.,.,-0.5,3,.,-0.2,2
COC1=CC(=O)OC(c2ccco2)C1 (centres undefined),-2,.,.,-5,.,.,-5,.,.,-3
Cc1ccc2c(c1)/C(=C/c1ccco1)C(=O)N2,15,1.9,1,1,8,.,-9,3,-0.1,14
Cc1ccc(SC(C)C(=O)Nc2ccccc2-c2ccccc2)cc1 (centres undefined),-8,1.8,4,-67,-11,-3.5,2,-1,-2.4,12
COc1cc(NC(=O)COc2ccc(Br)cc2)ccc1NC(=O)C(C)C,14,-0.2,7,-12,29,.,1,2,0.0,2
COc1ccc(CC(=O)Nc2ccc(N3CCCCC3)cc2)cc1,-3,-6.6,1,-4,40,-1.0,2,-1,0.0,22
CC(C)c1cccc(C(C)C)c1OC(=O)NC(=O)c1c(F)cccc1F,2,1.6,-9,-3,19,-1.6,1,6,0.7,6
CC(=O)N1CCN(C(=O)c2ccc(S(=O)(=O)Nc3ccccc3F)cc2)CC1,1,-1.0,0,3,.,-1.2,2,.,i,-6
COC(=O)Cc1c(C)nc(SCc2ccccc2)[nH]c1=O,7,2.4,-11,0,10,-1.4,0,-4,i,-7
Cc1nc(CCNC(=O)CC2C(=O)NCCN2Cc2ccc(F)cc2)sc1C (centres undefined),-10,0.9,2,-9,26,.,2,5,0.5,5
CC(C)Sc1nc2c(cnn2-c2ccc(F)cc2)c(=O)[nH]1,5,-1.6,-4,-13,12,-0.9,2,-5,-0.2,-6
O=C(c1cc2ccccc2o1)N(C1CC1)C1(C(=O)Nc2ccccc2)CCCC1,1,3.9,5,-8,13,1.0,-6,4,-0.4,-3
O=C(CSc1nc2cc(Cl)c(Cl)cc2[nH]1)c1ccc2c(c1)OCO2,51*,-2.8,1,6,-6,0.9,-3,1,-0.5,-3
CC(C)c1ccc(OC(=O)c2cccc(S(=O)(=O)N3CCN(C)CC3)c2)cc1,-9,3.9,-22,-11,6,-0.4,1,-13,i,-10
COc1cc(-n2c(=O)c3ccccc3n(CC(=O)c3ccccc3)c2=O)cc(OC)c1OC,-8,2.6,-2,2,12,.,3,-2,2.2,-6
Cc1ccc(OC(=O)c2cc3ccccc3o2)cc1,8,0.1,-1,-30,12,.,1,-3,i,-3
CCOC(=O)COc1ccc(N)cc1CC(NC(C)=O)(C(=O)OCC)C(=O)OCC,-1,-2.5,-3,-7,14,0.2,3,2,i,5
O=S(=O)(c1ccc(F)cc1)N1CCN(C(=S)NCCc2ccccc2)CC1,-3,-2.6,-2,-6,-9,-2.3,-1,7,-0.7,-3
Cc1cccc(Nc2nc(NCCCN3CCOCC3)nc(N)c2[N+](=O)[O-])c1,2,-1.9,3,-1,0,-2.0,-5,4,-0.2,64*
CCOc1c(S(=O)(=O)NC2CC(C)(C)NC(C)(C)C2)ccc(Cl)c1Cl,9,-1.5,5,-14,38,-1.5,0,-2,-0.1,3
COc1ccc(-n2c(=S)[nH]c3cc(C(=O)N4CCN(c5ccccc5)CC4)ccc3c2=O)c(OC)c1,2,-0.8,4,-4,10,0.2,2,4,-0.2,-4
COc1cc(OC)cc(C(=O)N[C@H](C(=O)Nc2nnc(C3CC3)s2)C(C)C)c1,6,-2.9,-1,5,15,-3.1,3,1,3.0,-3
